# Source: PubChem BioAssay
# Cdc42 wt – modulators (inhibitors or activators) of GTP binding to human Cdc42 wildtype. P60953. GST-Cdc42 beads, Bodipy-GTP binding, flow cytometry; actives lie on both sides. percent activity (GTP binding), % at 10 µM. 0.2% of 190,000 active. AID 761;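 active means percent activity GTP binding at least 20 points away from the 100% baseline, either down as inhibitor or up as activator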;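 further: median bead fluorescence of bound Bodipy-FL-GTP at 100 nM; 0% = excess unlabeled GTP control and 100% = no compound control; below 100% means less GTP binding so inhibitor and above means activator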
# Target sequence (P60953 whole entry, looked up): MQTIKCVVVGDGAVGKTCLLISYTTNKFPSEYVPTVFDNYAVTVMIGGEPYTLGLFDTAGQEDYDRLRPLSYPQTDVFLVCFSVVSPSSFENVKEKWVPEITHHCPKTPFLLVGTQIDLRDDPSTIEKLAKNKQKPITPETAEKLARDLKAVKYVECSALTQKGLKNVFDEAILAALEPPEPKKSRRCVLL
# Rab2 wt GTP – changes GTP binding to wildtype dog Rab2A, up or down | P61105 | GST-Rab2 wt beads, Bodipy-GTP binding, flow cytometry | GTP binding activity, % at 10 µM | 0.19% of 190,000 active | AID 760;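 active means GTP binding activity at least 20 points away from 100%, either lowered or raised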;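 further: 0% = beads with excess unlabeled GTP and 100% = no-compound control corrected for plate trend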
# Rac1 act GTP bind – human Rac1 activated mutant GTP binding change; 0.11% of 190,000 active; GST-Rac1 activated beads, fluorescent GTP binding, flow cytometry; actives lie on both sides; 100% means binding = to untreated wells; P63000; percent activity (GTP binding), % at 10 µM;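 active means GTP binding at least 20 percentage points away from the 100% baseline, in either direction, so actives lie on both sides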
# Mcl1-Noxa inh – disrupts binding of human Mcl-1 to Noxa peptide; Q07820; TR-FRET Mcl-1/Noxa peptide binding, 2 h; 1.5% of 220,000 active; inhibition, % at 21.7 µM;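 active means compounds that cut the protein-peptide binding signal by more than 50% relative to plate controls in a single-dose test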;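 further: His-tagged Mcl-1 with rhodamine Noxa BH3 peptide and terbium anti-His antibody; 0% = Mcl-1 plus Noxa peptide wells and 100% = peptide-only wells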
# Target sequence (Q07820 whole entry, looked up): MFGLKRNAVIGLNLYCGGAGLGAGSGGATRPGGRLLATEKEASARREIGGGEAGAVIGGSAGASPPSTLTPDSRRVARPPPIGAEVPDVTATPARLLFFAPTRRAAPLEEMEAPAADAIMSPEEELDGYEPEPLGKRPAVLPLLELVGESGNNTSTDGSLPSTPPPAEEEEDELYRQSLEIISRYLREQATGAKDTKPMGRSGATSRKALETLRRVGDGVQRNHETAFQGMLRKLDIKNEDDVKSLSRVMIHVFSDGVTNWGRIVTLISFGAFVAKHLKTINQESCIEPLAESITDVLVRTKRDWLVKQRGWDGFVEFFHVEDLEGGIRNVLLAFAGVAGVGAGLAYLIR
# HRas wt GTP – human HRas wildtype GTP binding, change in either direction; GST-Ras wt beads, Bodipy-FL-GTP binding, flow cytometry; actives lie on both sides; P01112; AID 759; GTP binding activity, % at 10 µM; 0.14% of 190,000 active;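 active means GTP binding activity at least 20% away from the 100% baseline, either lowered as inhibitor or raised as activator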;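 further: 0% = unlabeled GTP competition control and 100% = no-compound control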
# Target sequence (P01112 whole entry, looked up): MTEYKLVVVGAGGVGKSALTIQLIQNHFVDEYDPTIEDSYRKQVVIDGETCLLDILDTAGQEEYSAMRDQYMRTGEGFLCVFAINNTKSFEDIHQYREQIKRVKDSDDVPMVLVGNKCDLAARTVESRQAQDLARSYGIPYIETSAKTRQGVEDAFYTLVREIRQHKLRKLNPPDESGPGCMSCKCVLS
# GSH bead fluor – GSH bead compound fluorescence profile | GSH beads flow cytometry, compound fluorescence 488/530 nm; active compounds read high | fluorescence (KMESF) at 10 µM | 0.25% of 190,000 active | AID 1776; in the data active means fluorescence above about 89;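 further: glutathione beads carrying GST-tagged Bcl family fusion proteins plus one bare bead set; values are compound well signal with DMSO vehicle wells as background; inactives centre near 16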
# Pf gametocyte – inhibitors of late stage P. falciparum gametocyte viability; P. falciparum stage V gametocytes, ATP luminescence, 24 h; inhibition, % at 10.9 µM; 0.065% of 150,000 active; AID 743093;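 active means inhibition above the mean plus 3 SD of compounds within the control limits, set per campaign, cut at about 38% in these data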;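 further: 0% = DMSO wells and 100% = medium only without gametocytes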
# Avidin fluor – avidin bead compound fluorescence profile; Avidin beads, compound fluorescence 488/530 nm, flow cytometry; active compounds read high; 0.38% of 220,000 active; fluorescence (KMESF) at 10 µM; in the data active means fluorescence above about 47; further: inactives centre near 10
# Rac1 wt GTP bind – human Rac1 wildtype GTP binding, inhibitors and activators; P63000; GST-Rac1 beads, fluorescent GTP binding, flow cytometry; actives lie on both sides; 0 = cold GTP competed, 100 = untreated; GTP binding activity (% of control), % at 10 µM; 0.27% of 190,000 active; AID 757;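 active means GTP binding activity at least 20 points away from the 100% control level, either lower or higher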
# Mcl1-Bid inh – disrupts binding of human Mcl-1 to Bid peptide; TR-FRET Mcl-1/Bid-Dy647 peptide binding, 1536-well; AID 1021; 0.97% of 220,000 active; inhibition, % at 21.7 µM; Q07820;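 active means compounds that cut the binding signal by more than half at the single screening dose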;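 further: His-tagged Mcl-1 with europium anti-His antibody binding Bid BH3 peptide; 0% = Mcl-1 plus peptide wells and 100% = peptide-only wells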
# Rab7 wt modul – modulators of GTP binding to dog Rab7 wildtype GTPase; AID 758; GST-Rab7 beads, fluorescent GTP binding, flow cytometry; actives lie on both sides; untreated = 100%, excess cold GTP = 0%; GTP binding activity (percent of control), % at 10 µM; 0.055% of 190,000 active;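 active means fluorescent GTP binding to Rab7 beads changed by at least 20 points from the 100% baseline, either direction, mostly lower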;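 further: median green fluorescence of bound Bodipy-FL-GTP per Rab7 bead population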
# * = called active by the depositor; · = no result given.
SMILES,Cdc42 wt,Rab2 wt GTP,Rac1 act GTP bind,Mcl1-Noxa inh,HRas wt GTP,GSH bead fluor,Pf gametocyte,Avidin fluor,Rac1 wt GTP bind,Mcl1-Bid inh,Rab7 wt modul
COc1ccc(-c2noc(Cc3ccccc3OC)n2)cc1,97,99,98,2,100,25,·,12,103,-7,100
CCOC(=O)c1c(C)cccc1OCC(N)=O,106,102,102,-66,103,30,2,21,108,7,103
O=C(C1CCCO1)N1CCN(C(=S)NC2CC2)CC1 (stereo not given),98,96,98,7,98,8,7,10,101,-22,98
O=C(Cn1nc(CNc2ccc(Cl)cc2)[n+]2c1CCCCC2)c1ccc(Br)cc1,103,103,101,-2,104,8,1,7,105,-2,100
N#CC1=C(SCC(=O)NCc2ccccc2)NC(=O)CC1c1ccco1 (stereo not given),102,100,99,-2,101,13,9,13,101,-14,102
CCCc1nc(N)c(C#N)c(N)c1C#N,100,97,99,-2,99,10,·,10,102,-18,98
COC(=O)c1cc(C(=O)OC)n(Cc2ccc(Cl)cc2Cl)n1,103,102,99,0,103,17,·,12,99,18,100
O=C1CCCC2=C1C(c1ccccc1)CC(=O)N2c1ccc(F)cc1F (stereo not given),94,93,94,-3,96,13,·,20,98,-19,99
COc1cc(C2C(C#N)=C(N)Oc3cc4c(cc32)OCO4)cc(OC)c1OC (stereo not given),98,100,96,3,97,15,3,12,98,-46,102
COc1ncccc1-c1nnn(-c2ccc(C)cc2)n1,97,97,97,-10,97,20,·,5,99,1,96
CCn1c(SCC(=O)n2c(C)c(C)c3ccccc32)nnc1-c1ccco1,101,102,98,-7,101,34,12,11,105,54*,103
O=C(c1ccccc1)N1CCOC12CCN(c1ncc(C(F)(F)F)cc1Cl)CC2,103,100,100,-2,100,59,·,9,100,5,99
CCCCNC(=O)c1ccc2c(c1)ncn2C1CCCCC1,96,93,93,19,95,52,·,11,91,6,96
CC(=O)C1=C(C)N(CC2CC2)C(=O)N[C@H]1c1ccc(Br)cc1,100,99,97,-2,101,18,18,9,104,1,100
CCS(CC)=NS(=O)(=O)c1ccc(NC(C)=O)cc1,103,99,100,-3,99,18,-31,21,103,-6,100
O=C(CN1C(=O)C2C3C=CC(C3)C2C1=O)Nc1ccc(S(=O)(=O)N2CCCCC2)cc1 (stereo not given),101,97,97,-9,99,26,4,12,104,3,101
Cc1nn(C)c(C)c1NC(=O)c1cc2nc(-c3ccco3)cc(C(F)(F)F)n2n1,101,99,96,9,99,21,7,9,97,-47,104
O=C(/C=C/c1ccccc1)Nc1ncn[nH]1,98,96,96,14,98,78,·,11,100,-15,94
CCCCn1c(SCC(=O)Nc2cc(NC(=O)c3ccco3)ccc2C)nc2ccccc2c1=O,98,97,98,-150,97,8,-11,19,97,41,97
Cc1ccccc1OCC(=O)Nc1nc(C)c(C(=O)N(C)C)s1,101,97,100,10,100,10,-16,5,102,-1,95
Cc1cccc(C)c1NC(=O)C(NC(=O)CN1C(=O)c2ccccc2C1=O)c1ccccc1 (stereo not given),101,98,98,-9,100,19,-15,7,101,25,100
CCOc1ccc2[nH]c(O)c(NC(C)=O)c2c1,100,100,96,12,100,30,·,6,101,-18,98
O=C(Nc1ccc(Br)c(C(F)(F)F)c1)c1ccccc1,98,97,96,4,100,10,4,13,104,-2,101
O=C1C=CC2C(c3ccc4c(c3)OCO4)CC1N2Cc1ccccc1 (stereo not given),102,100,100,12,101,16,·,14,104,-18,100
O=C(Cn1cnc2ccccc2c1=O)OCC(=O)c1ccc2c(c1)OCCO2,99,101,97,-1,101,41,-27,13,100,-21,105
CCOC(=O)c1nn(-c2ccc(F)cc2)c2nc(CC(C)C)c(C#N)c(=O)n12,102,98,100,7,101,15,13,19,105,6,101
COC(=O)c1cccc(NS(=O)(=O)c2ccc(NC(C)=O)cc2)c1C,102,99,99,17,101,16,22,9,101,-15,98
COc1cc(/C=N/NC(=O)C(=O)NCc2cccnc2)cc(OC)c1OC,98,98,99,-5,99,7,5,7,100,-16,93
O=C(Nc1nnc(-c2ccco2)o1)c1ccc(Cl)cc1,89,96,91,-48,94,18,6,7,91,11,101
COCc1nnc(NC(=O)c2ccccc2[N+](=O)[O-])s1,101,99,102,1,100,11,-1,12,105,-14,99
CCCc1cc(=O)[nH]c(SCC(=O)N(C)CC(=O)Nc2ccccc2CC)n1,101,96,94,-4,98,21,·,15,105,-3,95
COC(=O)/C=C(\C)NC(=O)c1ccc(F)cc1,99,99,97,8,99,11,·,6,101,-2,100
Cc1ccc(CNC(=O)COC(=O)CSc2cc(C)c(Br)cc2C)cc1,102,99,101,26,99,11,13,11,104,2,97
CCOc1ccc(NC(=O)CC2C(=O)N(c3ccccc3)C(=O)N2Cc2ccccn2)cc1 (stereo not given),99,101,101,10,101,38,·,6,102,-4,101
O=C1C2CC=C(Cl)CC2C(=O)N1CC1OCCc2ccccc21 (stereo not given),96,90,90,5,92,35,·,8,90,-11,89
COc1cccc(NC(=O)CNC(=O)c2cccs2)c1,101,94,97,-6,99,24,·,10,99,-10,96
C=CCSc1nc(C)c(CCCC)c(=O)[nH]1,95,96,93,13,97,11,8,11,95,-26,102
COc1cccc(C(=O)Nc2ccc(C(=O)O)cc2)c1,96,95,94,-5,96,12,6,32,97,-4,95
O=C(O)C1CCC(Cn2c(SCc3cc(=O)n4cc(Cl)ccc4n3)nc3ccsc3c2=O)CC1 (stereo not given),97,94,95,2,97,18,-17,10,102,-26,97
Cc1cnnn1-c1ccc(C(=O)CCl)cc1,97,99,94,-5,98,8,-24,11,96,-11,100
CC1CN(C(=O)CCc2ccccc2)C(C)CN1C(=O)CCc1ccccc1 (stereo not given),103,105,101,-1,101,21,·,4,102,-5,100
CCC(C)[C@H](NC(=O)NCc1ccc(S(N)(=O)=O)cc1)C(=O)OC (stereo not given in full),95,97,95,-19,98,24,-2,5,99,-37,95
COc1cc(NC(=O)Cc2cccs2)cc(OC)c1,99,100,96,-1,100,37,·,14,97,-5,100
COC(=O)c1cc(Br)c(=O)n(CCN2CCCC2)c1,106,105,100,-5,103,23,·,12,102,-42,98
CNC(=O)Nc1cccc(C(F)(F)F)c1,107,102,102,-8,102,22,-13,33,110,-17,98
CC1(C)OC(=O)N(c2ccccc2)C12C=Cc1c(ccc3ccccc13)O2 (stereo not given),100,100,100,10,102,25,·,4,104,5,99
S=C(Nc1ccc(Cl)cc1)c1nc2ccccc2[nH]1,103,104,102,-19,104,13,21,13,103,-21,104
O=C(NCc1ccccc1)/C(=C/c1ccco1)NC(=O)c1ccco1,94,94,93,14,96,10,17,15,96,-19,97
O=C1CC(c2ccc(Cl)cc2)n2nc(N3C(=O)c4ccccc4C3=O)nc2N1 (stereo not given),104,104,103,-7,103,30,·,20,108,-2,97
COc1cccc(C(=O)NCc2n[nH]c(=S)n2-c2cccc(C)c2)c1,100,101,102,22,100,27,4,12,98,-32,96
O=C(CN1C(=O)C(=O)N(Cc2ccccc2)C1=O)Nc1ccc(F)c(Cl)c1,93,94,93,5,96,11,·,11,97,-31,103
CCOC(=O)C1CN(S(=O)(=O)c2ccc(OC)cc2)c2cc(CC(=O)OC)ccc2O1 (stereo not given),95,93,93,4,96,12,·,37,95,-5,95
CCN(CC(=O)Nc1ccc(NC(C)=O)cc1)CC(=O)Nc1ccc(F)c(Cl)c1,98,98,95,13,99,8,·,22,96,-45,105
COc1ccc2c(CC(=O)N3CCc4ccccc43)coc2c1,100,99,98,18,100,20,-2,30,98,-25,100
COc1ccc(S(=O)(=O)NC(N)=NCCc2ccc(OC)c(OC)c2)cc1,97,103,99,-22,97,19,9,6,99,-3,105
CCCCn1c(=S)[nH]c2ccccc2c1=O,104,102,103,-2,102,11,-13,3,101,-43,103
COCC(=O)Nc1ccc([N+](=O)[O-])cc1OC,101,103,102,6,101,12,11,7,102,11,103
O=C(NCCO)c1cc([N+](=O)[O-])cc2c1C=Cc1ccccc1O2,96,98,95,-3,97,8,·,16,96,-11,101
CCS(=O)(=O)c1ccc2c(c1)N(S(=O)(=O)c1ccc(C)cc1)CC(C(=O)O)O2 (stereo not given),91,94,91,7,94,15,·,12,92,-19,104
Cc1c(C(=O)N2CCc3ccccc3C2)oc2ccc(S(=O)(=O)N3CC(C)CC(C)C3)cc12 (stereo not given),103,103,101,18,107,10,·,4,112,-9,99

# Reprinted at random: four entries already listed, in no set order.
SMILES,Cdc42 wt,Rab2 wt GTP,Rac1 act GTP bind,Mcl1-Noxa inh,HRas wt GTP,GSH bead fluor,Pf gametocyte,Avidin fluor,Rac1 wt GTP bind,Mcl1-Bid inh,Rab7 wt modul
CCOC(=O)C1CN(S(=O)(=O)c2ccc(OC)cc2)c2cc(CC(=O)OC)ccc2O1 (stereo not given),95,93,93,4,96,12,·,37,95,-5,95
CC1(C)OC(=O)N(c2ccccc2)C12C=Cc1c(ccc3ccccc13)O2 (stereo not given),100,100,100,10,102,25,·,4,104,5,99
O=C1CC(c2ccc(Cl)cc2)n2nc(N3C(=O)c4ccccc4C3=O)nc2N1 (stereo not given),104,104,103,-7,103,30,·,20,108,-2,97
CCCCn1c(=S)[nH]c2ccccc2c1=O,104,102,103,-2,102,11,-13,3,101,-43,103

# Later entries.
SMILES,Cdc42 wt,Rab2 wt GTP,Rac1 act GTP bind,Mcl1-Noxa inh,HRas wt GTP,GSH bead fluor,Pf gametocyte,Avidin fluor,Rac1 wt GTP bind,Mcl1-Bid inh,Rab7 wt modul
O=C(c1ccccc1S(=O)(=O)NCc1ccccc1)N1CCCC1,102,99,97,-6,97,12,·,6,103,-10,99
O=C(Cc1c(O)c2ccccc2[nH]c1=O)NCc1ccc(F)cc1,102,100,98,10,101,22,-3,39,105,-25,100
COc1cccc(N2C(=O)C3CC=C(Cl)CC3C2=O)c1 (stereo not given),107,108,103,-1,108,22,7,17,109,-18,113
COc1cccc(C(c2sc3nc(C)nn3c2O)N2CCC3(CC2)OCCO3)c1 (stereo not given),103,101,99,3,102,13,-3,15,102,11,97
O=C(c1ccccc1SCc1ccc(F)cc1)N1CCOCC1,99,99,95,21,100,28,-3,7,98,4,105
CCN1C(=O)C(O)(CC(=O)c2ccccn2)c2ccccc21 (stereo not given),100,99,98,7,100,35,-3,7,99,-19,98
Cc1cc(C)nc(N(C#N)Cc2cccc([N+](=O)[O-])c2)n1,95,99,92,9,98,13,-4,10,96,-15,103
Cc1nc2ccccc2nc(C)c1=NOCc1cccc(F)c1,96,97,93,3,98,13,17,6,95,-30,105
O=C(COc1ccccc1)N1c2ccccc2Sc2ccccc21,98,99,101,3,103,9,3,3,104,-25,101
Cc1ccccc1-c1cc(-c2ccccc2O)n[nH]1,97,99,98,10,97,14,·,6,99,1,101
Cc1c(F)cccc1NC(=O)CCC(=O)O,99,99,99,9,99,47,·,9,101,12,96
c1ccc2sc(N3CCOCC3)nc2c1,98,101,99,44,100,7,5,12,100,1,99
O=C(NC(=S)Nc1nc(-c2ccccc2)cs1)c1cccs1,95,93,96,17,96,13,-2,11,98,-20,98

# No enrichment for hits, and some 3% of all compounds hit somewhere here.
